ALDH1A1 block – qHTS Assay for Inhibitors of Aldehyde Dehydrogenase 1 (ALDH1A1); Purified ALDH1A1, NADH fluorescence, propionaldehyde substrate; AID 1030, 2008; 220,000 tested, 7.3% active; Potency, µM (titrated, usually from 75.3 µM), for inactives: at the highest dose activity, negative = inhibition, most hits filed as inhibitors; Aldehyde dehydrogenase 1A1 (Homo sapiens), P00352; active = well fitted inhibition curve with a large enough effect, not every such curve was filed as active; inconclusive = small, poorly fitted or top-dose-only effect, or another doubt; inactive = no such curve, though single readings can be large or run the other way;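 note: plate controls were no enzyme wells and a reference inhibitor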
Target sequence (P00352 whole entry, looked up): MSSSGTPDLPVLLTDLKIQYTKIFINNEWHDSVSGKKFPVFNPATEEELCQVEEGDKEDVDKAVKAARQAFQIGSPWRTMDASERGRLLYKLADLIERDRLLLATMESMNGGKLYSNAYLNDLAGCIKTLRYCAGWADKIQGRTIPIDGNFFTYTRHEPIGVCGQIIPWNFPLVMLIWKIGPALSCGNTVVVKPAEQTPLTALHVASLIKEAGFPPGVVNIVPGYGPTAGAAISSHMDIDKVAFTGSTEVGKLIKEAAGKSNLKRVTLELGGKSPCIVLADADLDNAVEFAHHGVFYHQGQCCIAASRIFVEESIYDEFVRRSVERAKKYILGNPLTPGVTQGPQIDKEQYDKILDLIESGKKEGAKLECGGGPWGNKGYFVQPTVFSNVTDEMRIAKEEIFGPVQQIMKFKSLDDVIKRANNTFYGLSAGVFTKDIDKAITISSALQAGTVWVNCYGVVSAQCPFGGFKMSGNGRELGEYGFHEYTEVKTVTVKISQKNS
JMJD2E inh – qHTS Assay for Inhibitors of Human Jumonji Domain Containing 2E (JMJD2E) | Lysine-specific demethylase 4E (Homo sapiens), B2RXH2 | JMJD2E catalytic domain, FDH-coupled NADH fluorescence (FDH is formaldehyde dehydrogenase) | Potency, µM (titrated, usually from 57.1 µM), for inactives: at the highest dose activity change, negative = inhibition, most hits filed as inhibitors | 230,000 tested, 1.6% active | AID 2147, 2009; active = well fitted inhibition curve with a large enough effect, not every such curve was filed as active; inconclusive = small, poorly fitted or top-dose-only effect, or another doubt; inactive = no such curve, though single readings can be large or run the other way;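 note: 0% = wells with enzyme and -100% = buffer wells without enzyme; nearly all actives have a fitted effect of over 50% in size; many of its hits are not listed in these tables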
Target sequence (B2RXH2 1-337 limits assumed): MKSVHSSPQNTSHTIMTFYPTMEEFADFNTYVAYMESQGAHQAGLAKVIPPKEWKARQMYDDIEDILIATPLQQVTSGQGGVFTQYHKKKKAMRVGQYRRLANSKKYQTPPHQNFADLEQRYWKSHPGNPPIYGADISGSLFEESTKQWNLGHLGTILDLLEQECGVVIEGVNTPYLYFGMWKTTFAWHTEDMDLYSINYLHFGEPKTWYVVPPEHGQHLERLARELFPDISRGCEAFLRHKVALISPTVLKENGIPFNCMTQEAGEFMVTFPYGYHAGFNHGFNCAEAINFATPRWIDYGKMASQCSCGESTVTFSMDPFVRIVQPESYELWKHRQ
Tau fibril FP – qHTS for Inhibitors of Tau Fibril Formation, Fluorescence Polarization; K18 P301L tau heparin fibrillization, Alexa594 FP, 6 h; AID 1468, 2008; 280,000 tested, 0.39% active; Microtubule-associated protein tau (Homo sapiens), P10636; Potency, µM (titrated, usually from 57.7 µM), inactives show at the highest dose activity, negative = inhibition, most hits filed as inhibitors; note: % is set by controls: 0 for no effect and ±100 for the full control effect; nearly all actives have a fitted effect of over 55% in size
Target sequence (P10636 561-689 P618L limits assumed): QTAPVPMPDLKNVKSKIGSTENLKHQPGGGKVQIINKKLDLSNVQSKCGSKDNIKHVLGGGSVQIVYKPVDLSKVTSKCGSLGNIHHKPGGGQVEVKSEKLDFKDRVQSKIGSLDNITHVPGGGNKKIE
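Heparin (20 uM) drove fibril formation of recombinant tau K18 P301L, 15 uM unlabeled with 0.24 uM Alexa 594 label, for 6 hr at 37 C in 100 mM sodium acetate pH 7. Fluorescence polarization (555/632 nm) read 1 hr after 30 uM ThT.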
Tau fluor cs – Counterscreen qHTS for Inhibitors of Tau Fibril Formation, Fluorescence Polarization. tau K18 P301L Alexa594 fluorescence, heparin fibrillization. Potency, µM (series often up to 57.7 µM), inactives show at the top dose activity change, negative = decrease. 280,000 tested, 0.93% active. AID 1463, 2008; note: % is set by controls: 0 for no effect and ±100 for the full control effect; nearly all actives have a fitted effect of over 55% in size
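Human tau K18 P301L (15 uM unlabeled, 0.24 uM Alexa 594-labeled) in 100 mM sodium acetate pH 7 with 20 uM heparin, 6 hr at 37 C. ThT 30 uM added, 1 hr ambient; Alexa 594 FP and total fluorescence read at 555/632 nm.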
Tau ThT inhib – qHTS for Inhibitors of Tau Fibril Formation, Thioflavin T Binding; Potency, µM (doses to about 57.4 µM), for inactives: at the highest dose activity, negative = inhibition, usual class: inhibitors; AID 1460, 2008; recombinant tau K18 P301L (four-repeat tau fragment), heparin-induced fibrillization, ThT fluorescence; 270,000 tested, 2.1% active; Microtubule-associated protein tau (Homo sapiens), P10636; note: % is set by controls: 0 for no effect and ±100 for the full control effect; nearly all actives have a fitted effect of over 55% in size
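Heparin-induced fibrillization of the P301L-mutant K18 repeat-domain fragment of human tau was followed by ThT binding in quantitative high-throughput format.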
HttQ103 aggreg – qHTS Multiplex Assay to Identify Dual Action Probes in a Cell Model of Huntington: Aggregate Formation (GFP) | 220,000 tested, 1.1% active | PC12 HttQ103-GFP aggregates, Acumen cytometry, 40 h | Potency, µM (series often up to 46.1 µM), for inactives: at the highest dose activity change, negative = inhibition, actives largely listed as inhibitors; note: % is set by controls: 0 for no effect and ±100 for the full control effect; nearly all actives have a fitted effect of over 60% in size
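Ecdysone-promoter PC12 model expressing HTT exon 1 Q103 fused to GFP, induced by tebufenozide at 100 nM final. Compounds titrated; aggregates sized 1–25 µm scored on a 488 nm laser cytometer.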
SMN2 splice enh – qHTS Assay for Enhancers of SMN2 Splice Variant Expression | 210,000 tested, 2.8% active | AID 1458, 2008 | Potency, µM (highest dose often 46.1 µM), for inactives: at the top dose activity change, positive = activation, usual class: activators | HEK293 SMN2-luciferase splicing reporter, luminescence, 30-36 h; note: % of control where 0% means no effect; nearly all actives have a fitted effect of over 55% in size
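HEK293 cells carry an SMN2 minigene-luciferase reporter in which exon 7 inclusion puts luciferase in frame. Cells were seeded at 2000 cells/well, attached for 10-12 hours, then exposed to compounds for 30-36 hours at 37C before ONE-Glo luminescence.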
HTT ATP protect – qHTS Multiplex Assay to Identify Dual Action Probes in a Cell Model of Huntington: Cytoprotection (ATP) | 230,000 tested, 0.14% active | AID 1471, 2008 | Potency, µM (top dose mostly 56.4 µM), for the others: cytoprotection (ATP increase), most hits filed as activators | PC12 HTT-Q103 induced, cytoprotection, ATP luminescence, 40 h;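 note: % of control where 0% means no effect; nearly all actives have a fitted effect of over 45% in size; toxic huntingtin expression switched on by the ecdysone agonist tebufenozide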
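Rat PC12, Q103 Htt exon1-GFP fusion, ecdysone promoter; tebufenozide inducer 100 nM final; compound titration; qHTS, 1500 cells/well; ATPlite luminescent read.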
An asterisk follows results filed as active; ? = inconclusive; / = not tested or not shown; [ ] = another dose, or the depositor's remark. Unless noted, calls come from the whole dose curve; as a rule, active = well fitted curve in the direction sought with a large enough effect; inconclusive = small, poorly fitted or top-dose-only effect, or another doubt; inactive = no such curve, though single readings can be large; an effect the other way counts as inactive or inconclusive. Potency is the fitted concentration of half-maximal effect.

SMILES	ALDH1A1 block	JMJD2E inh	Tau fibril FP	Tau fluor cs	Tau ThT inhib	HttQ103 aggreg	SMN2 splice enh	HTT ATP protect
O=C(NCC1CCCO1)c1cccc(NC(=O)c2cccs2)c1 (stereo unspecified)	2%	2%	-4%	1%	0%	10%[9.22 µM]	0%	6%[10 µM]
CS(=O)(=O)N(CC(=O)N/N=C/c1cccs1)c1cccc(Cl)c1Cl	4%	2%	-3%	-14%	-13%	-4%	-9%	-8%
CCN(c1ccccc1)S(=O)(=O)c1ccc(Cl)c(NC(=O)CSc2ncn[nH]2)c1	-1%	-7%	0%	-22%	-2%	-7%	-13%	3%[10 µM]
COc1ccccc1N1CCN(C(CNS(=O)(=O)c2ccc(C)cc2)c2cccnc2)CC1 (stereo unspecified)	?	-12%	2%	-14%	-20%	-1%	-4%	-2%
Nc1cc(C(=O)O)c(Oc2ccc(Cl)cc2Cl)cc1C(=O)O	?	-4%	-6%	-16%	-17%	-5%	-10%	/
Cc1cc(=O)[nH]c(N/N=C/c2ccccc2C(F)(F)F)n1	-13%	?	4%	5%	0%	-7%	-3%	14%[10 µM]
CCn1c(=O)c2c(n3cnnc13)-c1ccccc1CC21CCCCC1	-8%	3%	-5%	-11%	-12%	3%	-16%	-2%
COc1cc(C(=O)Nc2ccc3c(c2)Cc2cc(NC(=O)c4cc(OC)c(OC)c(OC)c4)ccc2-3)cc(OC)c1OC	?	29%	-13%	-19%	-17%	-8%	/	-27%[10 µM]
Cc1ccc(CNC(=O)/C=C/C(=O)O)cc1	0%	3%	-10%	-10%	-5%	0%	-12%	-18%
COc1ccc(CCNC(=O)c2ccc3c(c2)N(Cc2ccc(F)cc2)C(=O)c2ccccc2S3(=O)=O)cc1OC	/	/	-21%	?	6%	/	?	/
O=C(Cc1cc(=O)[nH][nH]1)N/N=C/c1c(F)cccc1Cl	3%	7%	?	-17%	?	-13%	13%	?
O=C(COc1ccccc1)N1CCN=C1c1ccccc1	8%	11%	0%	3%	2%	-24%	-14%	-5%[0.074 µM]
O=C(C1CCC(CNS(=O)(=O)c2cccc3cccnc23)CC1)N1CCCC1 (stereo unspecified)	-8%	1%	-2%	-3%	-4%	8%	-8%	-5%
O=S(CCc1ccncc1)Cc1ccccc1 (stereo unspecified)	-9%	7%	1%	6%	6%	-3%	23%	-3%
CCOc1ccc2nc(NC(=O)Cc3cccs3)sc2c1	-1%	6%	-10%	?	-17%	-16%	?	-20%
COc1cccc(/C=C/C(=O)NCc2ccc(S(N)(=O)=O)cc2)c1	?	?	-2%	-14%	-9%	-2%[9.22 µM]	/	0%[10 µM]
O=C(CSc1nnc2scc(-c3ccccc3)n12)N1CCN(Cc2ccccc2)CC1	-11%	4%	-2%	-2%	-12%	6%	-3%	6%[10 µM]
Cc1nnsc1-c1onc(C)c1C(=O)Nc1cc(Cl)cc(Cl)c1	/	9%	?	-25%	/	-19%[9.22 µM]	/	-9%[10 µM]
Cc1nc2c(-c3ccc(F)cc3)c(C)nn2c(C)c1CCC(=O)N1CCOCC1	2%	1%	1%	-9%	-13%	11%	-21%	-20%
CC(C)(C)c1ccc(-c2nc(S(=O)(=O)c3ccccc3)c(N3CCOCC3)o2)cc1	/	/	6%	?	?	/	6%	/
O=Nc1ccc(NOC(=O)c2ccc(Br)cc2)cc1	6%	7%	3%	-4%	-16%	4%	3%	18%
CC(C(=O)Nc1ccc([N+](=O)[O-])cc1)N1CCN(C/C=C/c2ccccc2)CC1 (stereo unspecified)	-12%	2%	-3%	-15%	-5%	-7%	-33%[inhibitor]	-17%[10 µM]
CC1CC(NC2=NCCS2)CC(C)(C)C1 (stereo unspecified)	/	-1%	-2%	2%	-3%	15%[9.22 µM]	/	22%[10 µM]
CC(NC(=O)Nc1ccc(F)cc1)C(c1cccs1)N1CCCC1 (stereo unspecified)	6%	14%	-3%	-1%	0%	2%	17%	9%[10 µM]
COc1ccc(C(=O)N[C@H](C(=O)OCc2cc(=O)oc3cc(C)ccc23)C(C)C)cc1	11µM*	-6%	8%	-7%	-16%	?	11%	15%[10 µM]
COc1ccc(CN2CC(C(=O)NCCCN3CCN(C)CC3)CC2=O)cc1 (stereo unspecified)	-3%	7%	-3%	-7%	-4%	20%	3%	-3%
CC1=C(C)C(C)=C(C#N)C(=C(C#N)C#N)N1	/	?	-7%	-11%	-13%	19%[9.22 µM]	/	19%[10 µM]
O=C(Nc1cccnc1)c1ccc(COc2ccccc2Cl)o1	-3%	2%	-2%	-12%	-9%	11%	-30%[inhibitor]	-2%
CN(C)CC(=O)c1ccc(-c2ccccc2)cc1	?	?	-4%	-3%	-17%	9%	-9%	2%
Cc1cc(C)nc(NS(=O)(=O)c2ccc(-n3cccc3)cc2)n1	-6%	11%	2%	4%	-3%	11%	7%	-3%
CCSc1nnc(NC(=O)CSC2=NCCS2)s1	?	5%	-6%	-23%	?	-16%	-1%	?
CC(C)(C)NC(=O)CN(Cc1ccc2c(c1)OCO2)C(=O)CNC(=O)c1cccs1	-1%	-1%	-5%	7%	3%	17%[9.22 µM]	-14%	19%[10 µM]
COCCOC(=O)c1[nH]c2c(c1C)C(=O)CC(c1cccs1)C2 (stereo unspecified)	-1%	-4%	5%	-10%	-4%	15%	-57%[inhibitor]	-132%[inhibitor]
COC(=O)C1Cc2ccccc2CN1C(=O)CCl (stereo unspecified)	0.4µM*	-3%	2%	1%	-3%	?	-67%[inhibitor]	-7%[10 µM]
NS(=O)(=O)c1cccc(NC(=O)CSc2ccccn2)c1	-3%	4%	-5%	-11%	-10%	3%	6%	-12%
Cc1cccc(NC(=O)C(Cc2ccccc2)n2cccc2)c1C (stereo unspecified)	/	/	-5%	?	?	/	-17%	/
Cc1cc(Cl)c(S(=O)(=O)NCCC(=O)O)cc1OCC(N)=O	2%	0%	6%	1%	-4%	-12%	4%	?
COC(=O)NC(c1ccco1)C(C(C)=O)C(=O)OC (stereo unspecified)	4%[13.5 µM]	/	-4%[11.6 µM]	-13%[11.6 µM]	?	/	/	-23%[10 µM]
CS(=O)(=O)c1ccc(C(=O)Nc2ccccc2N2CCOCC2)c(Cl)c1	2%	-2%	6%	-1%	-2%	-12%	-5%	-44%[inhibitor]
CCN(CC)S(=O)(=O)c1cc([N+](=O)[O-])ccc1NNC(=O)Nc1ccc(Cl)c(Cl)c1	-16%	-17%	?	7.1µM*[quencher]	-22%	-18%[9.22 µM]	-26%	-73%[inhibitor]
C=C(C)CSc1nc2c(cc1C#N)CCC2	?	0%	3%	-8%	-5%	0%	3%	-14%
COC(C[C@H](O)C[C@@H](O)[C@@H](C)OCc1ccccc1)OC	/	2%	-7%	2%	1%	-7%[9.22 µM]	/	21%[10 µM]
N#CC1=C2SCN(c3ccccc3)CN2C(=O)CC1c1c(Cl)cccc1Cl (stereo unspecified)	3.2µM*	8.9µM*	25µM*	-30%	32µM*	6%	10%	-23%
COc1ccccc1N/N=C(\C#N)C(=N)N1CCOCC1	7%	0%	10%	-13%	?	?	?	-61%[inhibitor]
COCCCNC(=O)c1ccc2c(c1)N(Cc1ccccc1F)C(=O)c1ccccc1S2=O (stereo unspecified)	/	/	-2%	-15%	-4%	/	-3%	/
Cc1ccc(NC(=O)c2cc(=O)c3ccccc3o2)cc1S(=O)(=O)N1CCCCC1	32µM*	-5%	?	?	-16%	10%	-22%	19%[10 µM]
COc1ccccc1N1CCN(S(C)(=O)=O)CC1	6%	3%	-5%	-5%	-10%	10%	-23%	8%
Cc1ccc(NC(=O)CN(C)C(=O)CSc2nnnn2C)cc1	10%	-1%	5%	5%	4%	4%[9.22 µM]	/	-21%[10 µM]
CCc1ccn2cc(-c3ccc4c(c3)OCO4)nc2c1	/	?	6%	-4%	?	-8%[9.22 µM]	/	-86%[inhibitor][10 µM]
CC(C)(C)C(=O)Nc1sc2c(c1C(=O)Nc1ccccn1)CCCC2	?	?	-3%	-1%	1%	-14%[9.22 µM]	/	-15%[10 µM]
Cc1ccc(-c2sc(C(=O)Nc3ccc(Br)cc3)cc2CC(=O)O)cc1	/	/	-9%	-29%	?	/	-27%	/
O=C(NCc1ccccc1)C(=O)Nc1nccs1	-3%	?	0%	1%	-4%	-1%	7%	-46%[inhibitor]
c1cc2c3c(cccc3c1)NC1(CCCCCC1)N2	3.2µM*	3.5µM*	10%	?	?	?	-3%	-29%[0.074 µM]
Nc1nc2ccccc2n1C(=O)c1ccco1	6%	?	-3%	0%	5%	-2%	13µM*	6%[10 µM]
CCOC(=O)N1CCN(S(=O)(=O)c2ccc(OCC)c3ccccc23)CC1	?	?	6%	-8%	-9%	?	-54%[inhibitor]	-68%[inhibitor]

4 compounds picked at random from those above:
SMILES	ALDH1A1 block	JMJD2E inh	Tau fibril FP	Tau fluor cs	Tau ThT inhib	HttQ103 aggreg	SMN2 splice enh	HTT ATP protect
Cc1ccc(-c2sc(C(=O)Nc3ccc(Br)cc3)cc2CC(=O)O)cc1	/	/	-9%	-29%	?	/	-27%	/
COC(C[C@H](O)C[C@@H](O)[C@@H](C)OCc1ccccc1)OC	/	2%	-7%	2%	1%	-7%[9.22 µM]	/	21%[10 µM]
CCc1ccn2cc(-c3ccc4c(c3)OCO4)nc2c1	/	?	6%	-4%	?	-8%[9.22 µM]	/	-86%[inhibitor][10 µM]
CCOC(=O)N1CCN(S(=O)(=O)c2ccc(OCC)c3ccccc23)CC1	?	?	6%	-8%	-9%	?	-54%[inhibitor]	-68%[inhibitor]

The list is partial; the hit share may differ from the screen's.
